Screening data as filed in PubChem BioAssay.
eLon inh – inhibits E. coli Lon protease. P0A9M0. purified E. coli Lon protease, fluorescence polarization. inhibition, % at 7.94 µM. 0.42% of 360,000 active. AID 602123; in the data active means inhibition above about 13%, passing the limit was not always enough;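 further: 0% = enzyme with probe and DMSO and 100% = no enzyme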
TbMetRS inhib – Trypanosoma brucei MetRS inhibition | purified T. brucei MetRS, ATP depletion, Kinase-Glo luminescence | 0.4% of 360,000 active | inhibition, % at 11.9 µM;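 active means inhibition above a per-plate cutoff of the control wells' mean inhibition plus 3 SD, cut at about 5.5% in these data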;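 further: 0% = DMSO wells median and 100% = median of wells with control inhibitor compound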
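Dosing: 11.9 µM single point; system: parasite MetRS enzyme; technique: luminescence of leftover ATP; times: 15 min enzyme-compound preincubation, 2 h reaction, 10 min detection, 25 °C; replicates: each compound tested once; read-out basis: percent inhibition relative to median high and low control wells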
MsrA inhibitor – inhibits bovine methionine sulfoxide reductase A. 0.75% of 360,000 active. AID 651718. inhibition, % at 15.5 µM. purified bovine MsrA, absorbance read-out; in the data active means inhibition above about 4.5%;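 further: 0% = vehicle wells with enzyme and 100% = reference inhibitor wells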
NRP1-CendR mod – alters CendR peptide binding to human NRP-1; AID 602438; FAM-RPARPAR peptide binding to NRP-1, fluorescence polarization; inhibition, % at 25 µM; O14786; 0.85% of 360,000 active;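 active means inhibition or corrected inhibition above about 18%, plus a signal ratio from 0.5 to 1.5, limit read from the data, passing the limit was not always enough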; further: strong numbers were not always called active
SKN-1 inh – inhibitors of C. elegans SKN-1; inhibition, % at 21.8 µM; 0.49% of 360,000 active; C. elegans VP596 Pgst-4::GFP/RFP ratio, acrylamide-induced, 24 h;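 active means interference check ratio from 0.5 to 1.5 plus GFP to RFP signal ratio inhibition reaching or exceeding a fixed threshold, cut at about 30% in these data, passing the limit was not always enough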; further: some compounds called inactive have numbers as strong as hits
MLLE-PAM2 inh – blocks PAM2 peptide binding to the PABP1 MLLE domain; P11940; inhibition, % at 20 µM; GST-MLLE / FITC-PAM2 fluorescence polarization; 0.36% of 360,000 active; in the data active means inhibition above about 35%, passing the limit was not always enough;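 further: plate controls were DMSO wells with GST-MLLE for no effect and wells lacking GST-MLLE protein for full effect; some results filed as inactive read as strong as hits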
MT1-MMP act inh – blocks activation of human MT1-MMP. HT1080 RFP-PRO-GFP cells, GFP/RFP ratio fluorescence, overnight; percent of plate control window, DMSO zero. 0.061% of 360,000 active. AID 651647. GFP/RFP ratio change, % at 20 µM;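 active means GFP/RFP ratio change of at least 30% with cell ATP level not reduced by more than half and red fluorescence within 50% of control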; further: strong numbers were not always called active
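system = RFP-PRO-GFP reporter HT1080 cells | dosing = 20 µM single dose, 1% DMSO | timing = overnight cell settling, then overnight compound exposure, 37 °C, 5% CO2 | read-out basis = GFP/RFP fluorescence ratio | controls = DMSO and RFP-L50D-GFP cell wells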
FAS-TE inh – blocks the thioesterase domain of human fatty acid synthase; 0.67% of 360,000 active; P49327; recombinant FAS-TE, OMFH fluorogenic substrate, fluorescence endpoint; inhibition, % at 15 µM;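 active means compounds whose normalised, plate-corrected inhibition of enzyme fluorescence in the single-dose primary screen is 50% or more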;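 further: 0% = DMSO with enzyme and 100% = substrate without enzyme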
bovine MsrA act – activators of bovine methionine sulfoxide reductase A | purified bovine MsrA, absorbance read-out | 0.3% of 360,000 active | AID 602163 | activation, % at 10.6 µM; in the data active means activation above about 7.5%;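 further: 0% = vehicle and 100% = reference activator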
Starred values were filed as active, the others as inactive; / = not tested or not shown.

SMILES	eLon inh	TbMetRS inhib	MsrA inhibitor	NRP1-CendR mod	SKN-1 inh	MLLE-PAM2 inh	MT1-MMP act inh	FAS-TE inh	bovine MsrA act
Cn1nnnc1SCC(=O)N1CCN(Cc2ccccc2)CC1	5	-0.4	0.0	-5	-7	-4	3	-4	11*
O=C(Nc1ccccc1O)c1nc(Cl)ccc1Cl	-2	-0.3	-2.1	8	-2	7	-4	-5	6
O=C(NCc1ccc(F)cc1)c1cc(C2CCCCN2S(=O)(=O)Cc2ccccc2)on1 (stereo unspecified)	-1	-0.2	1.2	5	14	2	0	13	-1
Cc1cc(C)c2c(=O)n3c(nc2c1)C(Cc1ccccc1)NC(=O)c1cccnc1-3 (stereo unspecified)	6	-0.8	-0.4	-6	20	8	-3	11	-1
COc1ccc(OC)c(-c2cnc(OC(C)(C)C)nc2OC(C)(C)C)c1	-4	-0.1	1.4	-3	6	6	0	13	-3
CCCC(=O)NCc1cc(-c2nn(C)c(=O)c3ccccc23)ccc1OC	2	-0.1	-0.7	-7	-7	-7	-2	-4	-1
Cc1c(Cl)cccc1NC(=O)CSC(N)=O	5	0.0	1.0	5	0	38	-4	-96	-1
CCO[C@@H]1OC(C(=O)NCc2ccccc2)=C[C@H](c2cn(C(C)=O)c3ccccc23)[C@H]1CCCO	8	-0.4	-0.5	-4	1	-7	5	1	-4
CCNc1oc(-c2ccccc2F)nc1S(=O)(=O)c1ccccc1	2	-0.6	/	-4	-4	5	3	9	-6
O=C(NCC1CCCO1)C(c1cccs1)N(C(=O)Cn1nnc(-c2cccs2)n1)C1CCCC1 (stereo unspecified)	3	-0.8	0.3	0	-22	-5	9	1	-8
COc1ccc(Oc2ccccc2C=O)cc1	6	-0.8	-0.6	-10	-16	5	1	-3	-4
COC(=O)c1ccsc1NC(=O)CCc1ccccc1	-2	-0.1	-0.3	1	-5	10	-5	12	-2
CCc1ccc(OC(C)C(=O)Nc2ccccc2C(=O)N2CCOCC2)cc1 (stereo unspecified)	12	-0.5	0.9	-6	-5	9	-1	-1	-11
O=C(C1=C[C@@H](C2CCCCC2)C[C@@H](OCCCCO)O1)N1CCOCC1	-1	-0.3	0.6	7	-10	9	3	-4	-2
Cc1c(NC(=O)COc2ccc(C(C)C)cc2)c(=O)n(-c2ccccc2)n1C	-6	0.1	-0.4	8	1	1	0	-2	-3
Cc1cc(C)nc(N/N=C/C=C/c2ccccc2)n1	1	-0.2	4.0	9	7	-29	3	-5	-4
CC1(C2CC2)NC(=O)N(CC(=O)N2CCN(c3ccc(F)cc3)CC2)C1=O (stereo unspecified)	-3	-0.3	0.1	-6	0	10	3	-3	-2
O=C(CSc1ccc(-c2cccnc2)nn1)N1CCCC1	-4	0.0	0.5	5	-6	0	1	0	-3
Cc1ccc(C(C(=O)NC(C)(C)C)N(CCCN2CCOCC2)C(=O)c2ccc(-c3ccccc3)[nH]2)o1 (stereo unspecified)	-7	-0.2	1.4	-11	-12	-9	0	-5	-2
COc1ccc(S(=O)(=O)NCCc2ccco2)cc1OC	5	-0.1	0.5	4	17	-4	2	-6	0
CCC(Oc1ccccc1)C(=O)Nc1ccccc1N1CCCCC1 (stereo unspecified)	-6	-0.1	-0.6	2	0	8	-4	21	-3
CCn1c(/C=C/c2cc(Br)ccc2O)nc2ccccc2c1=O	3	-0.8	1.8	-16	3	-9	-1	9	-4
O=C(C1CCCN(S(=O)(=O)c2cccc3nonc23)C1)N1CCC(Cc2ccccc2)CC1 (stereo unspecified)	-5	-0.7	2.5	-8	15	-4	-4	30	-3
CCCc1cc(-c2nc(-c3ccc(C)cc3)cs2)ccn1	11	-0.6	2.6	-11	31	-14	-9	56*	-3
Cc1ccc(C(C)C)c(OCC(=O)NNC(=O)C2CSC3(C)CCC(=O)N23)c1 (stereo unspecified)	2	-0.3	0.9	-5	18	-21	0	-6	-4
O=C(NC1CCCCC1)C1CCCN1S(=O)(=O)c1cccc2nsnc12 (stereo unspecified)	-6	-0.1	0.2	5	17	6	5	-7	-6
O=C(c1cc(COc2ccc(F)cc2Cl)on1)N1CCC(c2ccncc2)CC1	4	1.0	0.3	-3	9	-12	-7	5	0
COc1cc(N)c2ncsc2c1	18	-0.3	-0.4	7	5	6	4	-9	-6
O=C(CN1C(=O)c2cccc3cccc1c23)NCc1ccccn1	-4	0.3	0.2	4	4	-1	1	-8	-1
O=C(Nc1cccc(Br)c1)C1CC(=O)N(C2CCCC2)C1 (stereo unspecified)	7	-0.5	0.4	7	-6	-3	-2	-4	-5
COc1ccc(-c2csc(C(C)(O)c3ccc(F)c(F)c3)n2)cc1 (stereo unspecified)	1	-0.3	1.1	4	-8	-1	0	34	-2
CC(=O)Nc1ccc(S(=O)(=O)N2CCN(c3cc(C)nc4ncnn34)CC2)cc1	-2	-1.2	0.6	3	16	5	4	-6	-2
C/C=C/Cn1c(SCc2ccccc2)nc2c1c(=O)[nH]c(=O)n2C	-5	-0.8	0.1	3	-11	26	1	-16	-2
C=CCn1c(N)cc(=O)nc1SC(C)C(=O)Nc1cccc2ccccc12 (stereo unspecified)	-15	-0.7	0.1	22*	-4	-5	-2	-8	-1
COc1cc([N+](=O)[O-])cc(/C=N/NC(=O)c2ccc(C)nc2)c1O	1	1.0	2.0	-8	-1	-5	1	17	-1
N#Cc1cccc2cccc(S(=O)(=O)N3CCOCC3)c12	-7	0.1	-1.0	-16	0	0	-1	-4	-2
O=C(NC(=S)NC1CCS(=O)(=O)C1)c1cccs1 (stereo unspecified)	7	-0.4	-0.4	-3	0	9	-1	-8	4
O=C(Nc1ccc2c(c1)OCO2)N1CCN(c2ccccc2Cl)CC1	-9	-0.2	0.5	7	11	-6	-2	5	-3
O=C(N/N=C/C=C/c1ccccc1)c1cnccn1	-1	-0.2	4.3	6	4	-1	-9	-7	-5
O=C(O)C1c2ccccc2C(=O)N(Cc2ccc(F)cc2)C1c1ccncc1 (stereo unspecified)	-4	-1.0	-0.8	-5	2	8	2	-6	-9
O=C1CC(c2ccccc2)=C(c2ccccc2)C1	-13	-0.1	-0.3	0	0	15	-1	0	-1
CCCCCC(=O)N1C[C@H](n2cc(COC(=O)c3ccccc3)nn2)[C@@H](O)C[C@@H]1c1ccc(OC)cc1	4	-2.1	1.2	-4	-8	10	2	12	-5
CCC(CC)c1nnc(NC(=O)CSCC(=O)Nc2cc(C)on2)s1	15	-0.4	0.5	-6	10	12	2	-6	-4
Cc1ccc(-c2noc(CCC(=O)N(C)c3ccccc3C)n2)cc1	-1	-1.5	0.8	-3	10	3	2	8	-5
Cc1c(NC(=O)c2cccc(NS(C)(=O)=O)c2)c(=O)n(-c2ccccc2)n1C	2	-0.1	0.5	-1	2	-3	1	-5	1
COC(=O)c1nn(-c2ccc3c(c2)CCN3C(C)=O)cc1O	-12	-1.9	0.8	-11	3	-5	0	2	-7
COCCn1c(C)cc(/C=C2\NC(=S)N(C)C2=O)c1C	1	0.2	0.9	-6	14	-62	-9	16	-7
O=C(OCn1nnc2ccccc2c1=O)c1cn(-c2ccccc2)nc1-c1cccnc1	5	-0.8	0.0	-31	-7	-38	-1	10	-3
C/C(CC(=O)N(C(C)C)C(C)C)=N\NC(=O)COc1ccc(Cl)cc1Cl	5	0.0	0.5	-7	0	-22	2	0	-3
CCCCc1nc2cc(C(=O)N3CCCC(OCCC)C3)ccc2o1 (stereo unspecified)	8	1.2	-1.3	6	12	-6	-2	2	-2
Following part
SMILES	eLon inh	TbMetRS inhib	MsrA inhibitor	NRP1-CendR mod	SKN-1 inh	MLLE-PAM2 inh	MT1-MMP act inh	FAS-TE inh	bovine MsrA act
CCc1ccc(N2C(=O)CC(Cn3nc(C)cc3C)C2=O)cc1 (stereo unspecified)	-4	2.5	0.0	2	24	3	3	-4	-2
Cc1cc(=O)c2ccc(C(F)(F)F)cc2[nH]1	0	0.4	-0.2	1	-5	-5	-3	-6	-3
Cc1nc2nc[nH]n2c(=O)c1CC(=O)O	8	-0.2	0.3	18	14	-2	-2	-6	-2
CC(c1n[nH]c(=S)n1-c1ccc(F)cc1)N1CCCCC1 (stereo unspecified)	6	-0.4	-0.3	2	-5	-34	-5	0	-3
CCOC(=O)C1CCCN(C(=S)Nc2ccc(Nc3ccccc3)cc2)C1 (stereo unspecified)	-4	-1.4	2.2	5	5	-73	5	4	-5
CCOC(=O)c1c(C)[nH]c(C)c1C(=O)COC(=O)c1ccc([N+](=O)[O-])s1	-10	-0.2	1.3	3	20	6	-3	16	4
CCCCCCN1CCN(C2CN(Cc3cn(CCCC(=O)OC)nn3)S(=O)(=O)C2)CC1 (stereo unspecified)	2	-1.1	0.3	-8	6	/	1	-8	-8
O=C(NNC(=O)C1CC1)c1cc(=O)[nH]c2ccccc12	-4	-0.3	2.1	1	3	-1	7	-5	-10
O=C(NCCCN1CCOCC1)c1cccc(S(=O)(=O)N2CCN(c3ccccc3)CC2)c1	7	-0.5	-0.4	12	7	10	2	-3	-1
CCOc1ccc(CCNC(=O)C2CC(=O)N(Cc3ccc(OC)cc3)C2)cc1OCC (stereo unspecified)	-1	-0.2	0.0	11	-15	-11	-3	-3	-4
COc1cc(S(=O)(=O)Nc2cccc(C)c2)ccc1NC(=O)c1cccnc1	8	-0.2	-0.9	-2	3	-13	-2	-1	-2
FC(F)(F)c1cccc(NC(=S)N2CCN(c3ccccn3)CC2)c1	-11	-0.3	0.2	9	10	-130	4	0	-1
Cc1cc(NC(=O)CSc2nnc(-c3ccncc3)n2-c2ccccc2)no1	1	-0.5	-1.1	-4	3	-22	-2	-6	-3
C[C@@H]1O[C@@H](OC[C@@H]2O[C@H](Oc3c(-c4ccc(O)cc4)oc4cc(O)cc(O)c4c3=O)[C@@H](O)[C@H](O)[C@H]2O)[C@H](O)[C@H](O)[C@H]1O	3	0.1	2.3	15	1	5	3	-10	-6
O=C(N/C=C/c1ccco1)OCc1ccccc1	-3	0.5	1.7	-56	4	-24	2	-4	-4
CN1CCN(c2ncnc3c2ncn3[C@H]2CN(Cc3ccccc3)C[C@@H](CO)O2)CC1	-10	0.0	-0.1	13	9	9	3	-4	1
NS(=O)(=O)c1ccc(CCN2C(=O)/C(=C\c3ccc(Cl)cc3)SC2=S)cc1	-11	-0.8	0.1	-14	-4	12	4	-16	-6
O=C(Cc1ccc(S(=O)(=O)N2CCOCC2)s1)NCCOc1ccccc1F	-13	-0.2	-0.5	-9	16	-25	2	0	-1
CC1(C)CC(=O)C=C(NCCCN2CCCC2=O)C1	-3	0.1	-0.7	0	17	-17	3	-8	-1

Given with each value named: part of the list above.
> O=C(N/C=C/c1ccco1)OCc1ccccc1
- eLon inh: -3
- TbMetRS inhib: 0.5
- MsrA inhibitor: 1.7
- NRP1-CendR mod: -56
- SKN-1 inh: 4
- MLLE-PAM2 inh: -24
- MT1-MMP act inh: 2
- FAS-TE inh: -4
- bovine MsrA act: -4
> CN1CCN(c2ncnc3c2ncn3[C@H]2CN(Cc3ccccc3)C[C@@H](CO)O2)CC1
- eLon inh: -10
- TbMetRS inhib: 0.0
- MsrA inhibitor: -0.1
- NRP1-CendR mod: 13
- SKN-1 inh: 9
- MLLE-PAM2 inh: 9
- MT1-MMP act inh: 3
- FAS-TE inh: -4
- bovine MsrA act: 1
> NS(=O)(=O)c1ccc(CCN2C(=O)/C(=C\c3ccc(Cl)cc3)SC2=S)cc1
- eLon inh: -11
- TbMetRS inhib: -0.8
- MsrA inhibitor: 0.1
- NRP1-CendR mod: -14
- SKN-1 inh: -4
- MLLE-PAM2 inh: 12
- MT1-MMP act inh: 4
- FAS-TE inh: -16
- bovine MsrA act: -6
